Bioassay records from PubChem BioAssay.
TcdB GH inh: blocks C. difficile toxin B glycohydrolase activity | inhibition, % at 9.99 µM | TcdB glycohydrolase enzymatic assay, plate reader | 350,000 tested, 0.24% active | P18177; in the data active = inhibition above about 10%
Mtb BioA inh: BioA (M. tuberculosis) enzyme inhibition; purified M. tuberculosis BioA enzyme, plate reader; inhibition, % at 9.99 µM; 360,000 tested, 0.096% active; in the data active = inhibition above about 40%
Starred values were filed as active, the others as inactive.

SMILES | TcdB GH inh | Mtb BioA inh
C[C@@H]1CCCCO[C@H](CN(C)C(=O)Nc2ccc(C(F)(F)F)cc2)[C@H](C)CN([C@H](C)CO)C(=O)c2cc(NC(=O)Nc3cccc4ccccc34)ccc2O1 | 0.8 | 0.2
C[C@H](CO)N1C[C@H](C)[C@@H](CN(C)Cc2ccc(C(=O)Nc3ccccc3N)cc2)Oc2ccc(NC(=O)Cc3cn(C)c4ccccc34)cc2C1=O | -0.4 | 0.4
CNC[C@H]1OCCCC[C@H](C)Oc2ccc(NS(C)(=O)=O)cc2C(=O)N([C@@H](C)CO)C[C@H]1C | 0.0 | -0.6
O=C(C[C@H]1CC[C@@H]2[C@H](COC[C@H](O)CN2Cc2cccc(C(F)(F)F)c2)O1)NCc1ccccc1 | 0.4 | 17
C[C@@H]1CCCCO[C@@H](CN(C)C)[C@@H](C)CN([C@@H](C)CO)C(=O)c2cc(NS(=O)(=O)c3ccc(Cl)cc3)ccc2O1 | -0.4 | -0.4
O=C(C1CCOCC1)N1CC[C@H]2[C@H](CO)Nc3ccc(Br)cc3[C@H]21 | 1.4 | 32
CCCC#Cc1ccc2c(c1)O[C@H](CN(C)Cc1ccncc1)[C@H](C)CN([C@H](C)CO)S2(=O)=O | -1.1 | -0.9
CC(C)NC(=O)Nc1ccc2c(c1)C(=O)N([C@@H](C)CO)C[C@H](C)[C@H](CN(C)Cc1ccc(C(=O)O)cc1)OCCCC[C@@H](C)O2 | -1.1 | 2.4
Cc1ccc(S(=O)(=O)Nc2ccc3c(c2)C(=O)N([C@@H](C)CO)C[C@H](C)[C@H](CN(C)C(=O)C2CCCCC2)OCCCC[C@@H](C)O3)cc1 | 0.7 | 0.1
O=C(Nc1ccc2c(c1)[C@H]1C[C@@H](CC(=O)N3CCOCC3)O[C@@H](CO)[C@H]1O2)NC1CCCC1 | 2.2 | -0.9
Cc1noc(C)c1NC(=O)Nc1ccc2c(c1)C(=O)N([C@H](C)CO)C[C@H](C)[C@@H](CN(C)S(=O)(=O)c1cccs1)OCCCC[C@H](C)O2 | -0.6 | -0.9
C[C@H](CO)N1C[C@H](C)[C@H](CN(C)Cc2ccncc2)Oc2ncc(-c3cc4ccccc4o3)cc2C1=O | 1.9 | 3.9

Shown with values under each structure: entries from further up.
Each structure is followed by: TcdB GH inh | Mtb BioA inh
Cc1noc(C)c1NC(=O)Nc1ccc2c(c1)C(=O)N([C@H](C)CO)C[C@H](C)[C@@H](CN(C)S(=O)(=O)c1cccs1)OCCCC[C@H](C)O2
    -0.6 | -0.9
CNC[C@H]1OCCCC[C@H](C)Oc2ccc(NS(C)(=O)=O)cc2C(=O)N([C@@H](C)CO)C[C@H]1C
    0.0 | -0.6
O=C(C1CCOCC1)N1CC[C@H]2[C@H](CO)Nc3ccc(Br)cc3[C@H]21
    1.4 | 32
O=C(C[C@H]1CC[C@@H]2[C@H](COC[C@H](O)CN2Cc2cccc(C(F)(F)F)c2)O1)NCc1ccccc1
    0.4 | 17
C[C@H](CO)N1C[C@H](C)[C@@H](CN(C)Cc2ccc(C(=O)Nc3ccccc3N)cc2)Oc2ccc(NC(=O)Cc3cn(C)c4ccccc34)cc2C1=O
    -0.4 | 0.4

(more compounds)
SMILES | TcdB GH inh | Mtb BioA inh
C[C@H](CO)N1C[C@H](C)[C@@H](CN(C)S(=O)(=O)c2ccc(Cl)cc2)OCCCC[C@H](C)Oc2ccc(NC(=O)c3ccccc3)cc2C1=O | 0.2 | 1.0
C[C@H]1CN([C@@H](C)CO)C(=O)c2cc(/C=C/c3ccccc3)cnc2O[C@@H]1CN(C)Cc1cccc(C(=O)O)c1 | 0.1 | -0.9
CC(=O)N1[C@H](CNC(=O)C2CC2)[C@@H](c2ccc(-c3cccc(F)c3)cc2)[C@@H]1CO | 0.7 | 2.9
C[C@@H]1CN([C@@H](C)CO)S(=O)(=O)c2ccc(/C=C/c3ccccc3)cc2O[C@H]1CN(C)C(=O)CN1CCOCC1 | 0.9 | 1.7
C[C@@H]1CN([C@H](C)CO)C(=O)c2cc(NS(=O)(=O)c3ccc(Cl)cc3)ccc2O[C@@H](C)CCCCO[C@@H]1CN(C)Cc1ccc(C(=O)O)cc1 | -0.4 | -0.6
CO[C@H](CCO)[C@H](O)c1ccc(O)c(F)c1 | 0.6 | -0.7
CCC(=O)Nc1ccc2c(c1)C(=O)N(C)[C@H]1CC[C@@H](CC(=O)NCCCN(C)C)O[C@H]1CO2 | -0.1 | 0.3
O=C(C[C@H]1C[C@@H]2c3cc(NC(=O)Nc4ccc(C(F)(F)F)cc4)ccc3O[C@@H]2[C@H](CO)O1)NCc1ccc2c(c1)OCO2 | -0.7 | -0.8
C=CCN1C(=S)N[C@@H]2c3ccccc3O[C@@]1(C)[C@@H]2C(=O)OCC | 0.6 | -0.1
CCCNC(=O)Nc1ccc2c(c1)OC[C@H](C)N(C(C)=O)C[C@H](C)[C@H](OC)CN(C)C2=O | 0.4 | 1.7
Cc1noc(C)c1NC(=O)Nc1ccc2c(c1)C(=O)N([C@@H](C)CO)C[C@H](C)[C@H](CN(C)CC1CCCCC1)O2 | -0.1 | -0.4
C[C@@H]1CN([C@@H](C)CO)C(=O)Cc2cc(NS(=O)(=O)c3cccs3)ccc2O[C@@H]1CN(C)Cc1ccc(-c2ccccc2)cc1 | -1.5 | 0.5

One compound at a time, from the list above. Screens in order: TcdB GH inh | Mtb BioA inh
Profile of C[C@@H]1CN([C@@H](C)CO)S(=O)(=O)c2ccc(/C=C/c3ccccc3)cc2O[C@H]1CN(C)C(=O)CN1CCOCC1 = 0.9 | 1.7
Profile of CO[C@H](CCO)[C@H](O)c1ccc(O)c(F)c1 = 0.6 | -0.7
Profile of C[C@H]1CN([C@@H](C)CO)C(=O)c2cc(/C=C/c3ccccc3)cnc2O[C@@H]1CN(C)Cc1cccc(C(=O)O)c1 = 0.1 | -0.9
Profile of C=CCN1C(=S)N[C@@H]2c3ccccc3O[C@@]1(C)[C@@H]2C(=O)OCC = 0.6 | -0.1
Profile of CCC(=O)Nc1ccc2c(c1)C(=O)N(C)[C@H]1CC[C@@H](CC(=O)NCCCN(C)C)O[C@H]1CO2 = -0.1 | 0.3

(list continues)
SMILES | TcdB GH inh | Mtb BioA inh
COc1ccc(S(=O)(=O)Nc2ccc3c(c2)CC(=O)N([C@@H](C)CO)C[C@@H](C)[C@@H](CN(C)C(=O)Nc2cccc4ccccc24)O3)cc1 | 0.8 | 0.5
C[C@@H]1CCCCO[C@H](CN(C)C(=O)Nc2cccc3ccccc23)[C@H](C)CN([C@@H](C)CO)C(=O)c2cc(NC(=O)c3ccccc3)ccc2O1 | -0.6 | 0.0
O=C(C[C@@H]1C=C[C@H](NC(=O)c2ccccc2)[C@H](CO)O1)NCc1ccncn1 | -0.4 | -4.3
COc1cccc(C(=O)Nc2ccc3c(c2)OC[C@H](C)N(CC2CC2)C[C@@H](C)[C@@H](OC)CN(C)C3=O)c1 | 0.4 | 2.0
COc1ccc(S(=O)(=O)N[C@H]2C=C[C@H](CC(=O)NCCc3ccccc3)O[C@@H]2CO)cc1 | 0.1 | 3.0
CN1C(=O)c2cc(NC(=O)Cc3cccs3)ccc2OC[C@H]2O[C@H](CC(=O)N[C@H]3CCN(Cc4ccccc4)C3)CC[C@H]21 | -1.5 | -2.1
Cc1ccc(S(=O)(=O)Nc2ccc3c(c2)C(=O)N(C)[C@@H]2CC[C@@H](CC(=O)NCCc4ccncc4)O[C@@H]2CO3)cc1 | -0.1 | 1.8
O=C(C[C@@H]1C=C[C@H](NC(=O)c2ccc3c(c2)OCO3)[C@@H](CO)O1)NCc1ccc(F)cc1 | -0.2 | -1.1
C[C@@H]1CN([C@H](C)CO)C(=O)c2cccc(NC(=O)c3ccncc3)c2O[C@H]1CN(C)Cc1ccc(Oc2ccccc2)cc1 | 0.0 | 3.8
O=S(=O)(c1ccccc1)N1CCN(Cc2cccc(OCCO)c2)CC1 | 0.9 | 1.1
O=C(C[C@H]1CC[C@@H](NC(=O)C2CCC2)[C@@H](CO)O1)NCCCN1CCOCC1 | -0.4 | -3.2
CC(C)c1cn(CC[C@H]2CC[C@@H](NC(=O)Nc3cc(Cl)cc(Cl)c3)[C@@H](CO)O2)nn1 | 0.2 | -0.5
C[C@@H]1CCCCO[C@H](CN(C)Cc2ccc(C(=O)O)cc2)[C@H](C)CN([C@@H](C)CO)C(=O)c2cc(NC(=O)NC3CCCCC3)ccc2O1 | -0.7 | 0.7
C[C@@H]1CN([C@@H](C)CO)C(=O)c2cc(NS(=O)(=O)c3ccccc3)ccc2O[C@@H](C)CCCCO[C@@H]1CN(C)C(=O)CCC(F)(F)F | -1.2 | 0.3
O=C(CN1CCOCC1)NCC[C@@H]1CC[C@H](NC(=O)c2ccccc2F)[C@@H](CO)O1 | -0.3 | 6.7
Cc1ccc(S(=O)(=O)NCC[C@@H]2CC[C@H](NC(=O)Nc3cccc(F)c3)[C@H](CO)O2)cc1 | -6.3 | 14
CCCNC(=O)N1C[C@@H](O)COC[C@H]2O[C@@H](CC(=O)N3CCOCC3)CC[C@@H]21 | -0.7 | -1.5
C[C@@H]1CN([C@H](C)CO)S(=O)(=O)c2ccc(C#CCN(C)C)cc2O[C@H]1CN(C)C(=O)c1ccccc1F | -1.9 | 0.1
COCCNC(=O)[C@@H]1[C@@H](CO)[C@@H]2Cn3c(ccc(C4=CCCCC4)c3=O)[C@H]1N2C(=O)C1CCC1 | 1.1 | -0.4
O=C(N[C@@H]1CC[C@H](CCNS(=O)(=O)c2ccccc2)O[C@H]1CO)c1cccnc1 | -1.6 | 5.6
CNC[C@@H]1Oc2ccc(NC(=O)NC3CCCCC3)cc2CC(=O)N([C@@H](C)CO)C[C@H]1C | 0.3 | 1.3
CCCN(C)C[C@H]1Oc2ncc(-c3cccc(C(=O)N(C)C)c3)cc2C(=O)N([C@@H](C)CO)C[C@H]1C | -0.7 | -0.9
O=C(C[C@@H]1C=C[C@@H](NC(=O)c2ccc(F)cc2)[C@@H](CO)O1)NCCc1ccncc1 | 0.2 | -0.1
O=C(C[C@H]1C=C[C@@H](NC(=O)C2CC2)[C@H](CO)O1)NCc1ccccc1Cl | -0.5 | -0.3
CC=Cc1ccc2n(c1=O)C[C@@H]1[C@@H](CO)[C@H](C(=O)Nc3ccc(-c4ccccc4)cc3)[C@H]2N1C(=O)CC (mixture of isomers) | 0.5 | 3.5
CO[C@@H]1CN(C)C(=O)c2ccc(NC(=O)c3cc(C)on3)cc2OC[C@@H](C)N(S(=O)(=O)c2cccc(F)c2)C[C@H]1C | -1.0 | -1.3
C[C@H](CO)N1C[C@H](C)[C@@H](CN(C)Cc2ccc(-c3ccccc3)cc2)Oc2c(NS(C)(=O)=O)cccc2C1=O | 0.7 | -0.9
COc1ccc(CNC(=O)C[C@H]2C[C@H]3c4cc(NC(=O)CN(C)C)ccc4O[C@H]3[C@H](CO)O2)cc1 | 0.4 | 0.0
CO[C@H]1CN(C)C(=O)c2cc(NC(=O)c3cc(C)on3)ccc2OC[C@H](C)N(C(=O)C2CC2)C[C@@H]1C | 1.1 | 1.2
CC(=O)N[C@@H]1CC[C@@H](CCNC(=O)C2CCC2)O[C@@H]1CO | -0.8 | -1.2
CCS(=O)(=O)Nc1ccc2c(c1)C(=O)N(C)C[C@@H](OC)[C@@H](C)CN(CC1CCCCC1)[C@H](C)CO2 | -0.2 | 4.9
COc1ccc(COCC23Oc4ccccc4[C@H]([C@H]2CO)n2c(c4c(c(C(C)=O)c2=O)C(=O)N(C)C4=O)N3C)cc1 | -0.3 | 1.4
C[C@@H]1CN([C@H](C)CO)C(=O)c2cc(NC(=O)c3ccncc3)ccc2O[C@@H](C)CCCCO[C@H]1CN(C)Cc1ccc(C(=O)O)cc1 | 0.5 | 0.1
C[C@@H]1CN([C@H](C)CO)C(=O)Cc2cc(N(C)C)ccc2O[C@@H]1CN(C)S(=O)(=O)c1ccc(F)cc1 | -5.3 | 0.7
C[C@@H]1CN([C@H](C)CO)C(=O)Cc2cc(NC(=O)Nc3ccc(F)cc3)ccc2O[C@@H]1CN(C)Cc1ccc(Oc2ccccc2)cc1 | 0.0 | -3.4
CC(C)NC(=O)N(C)C[C@H]1OCCCC[C@H](C)Oc2ccc(NC(=O)CCC(F)(F)F)cc2C(=O)N([C@H](C)CO)C[C@@H]1C | 0.1 | -0.8
CCCC(=O)Nc1ccc2c(c1)C(=O)N(C)[C@@H]1CC[C@@H](CC(=O)NCc3ccccc3Cl)O[C@@H]1CO2 | 0.3 | -0.3
C[C@@H]1CCCCO[C@H](CN(C)Cc2ccccc2)[C@H](C)CN([C@H](C)CO)C(=O)c2cc(NC(=O)Nc3ccc4c(c3)OCO4)ccc2O1 | -0.9 | -1.3
C[C@@H]1CN([C@H](C)CO)C(=O)c2cccc(NC(=O)Nc3ccccc3)c2O[C@@H]1CN(C)S(=O)(=O)c1ccc(F)cc1 | 0.2 | 0.0
CCCN1[C@@H]2c3ccc(-c4ccccc4F)c(=O)n3C[C@@H]2[C@@H](CO)[C@@H]1C(=O)NC1CCC1 | 1.5 | -1.0
C[C@@H]1CN([C@@H](C)CO)C(=O)c2cc(/C=C/c3ccccc3)cnc2O[C@H]1CN(C)C(=O)Cc1ccccn1 | 1.6 | -1.2
C[C@H]1CCCCO[C@@H](CN(C)C(=O)CCCN(C)C)[C@@H](C)CN([C@@H](C)CO)C(=O)c2cc(NS(=O)(=O)c3ccc(Cl)cc3)ccc2O1 | 0.4 | 1.0
C[C@H](CO)N1C[C@H](C)[C@@H](CN(C)S(=O)(=O)c2cccc(C#N)c2)OCc2ccccc2-c2c(n(C)c3ccccc23)C1=O | 0.8 | -3.7
C[C@@H](NC(=O)C[C@@H]1CC[C@H](NC(=O)CN2CCOCC2)[C@@H](CO)O1)c1ccccc1 | 0.7 | 0.1
COc1ccc(CN(C)C[C@@H]2OCCCC[C@@H](C)Oc3ccc(NS(=O)(=O)c4ccccc4)cc3C(=O)N([C@H](C)CO)C[C@@H]2C)cc1 | -0.4 | -0.8
COc1ccccc1C#Cc1ccc([C@@H]2[C@@H](CO)N3CCCCN(CCC(F)(F)F)C[C@@H]23)cc1 | 2.4 | 1.2
COc1ccccc1-c1ccc2c(c1)O[C@H](CN(C)C)[C@@H](C)CN([C@H](C)CO)S2(=O)=O | -0.1 | -0.9

These rows are one share of the data; count on the stated rates, not on these rows.
